# Compound activity from PubChem.
# Rtt109 Vps75 = C. albicans Rtt109 histone acetyltransferase inhibition; purified Rtt109/Vps75, ThioGlo CoA-SH fluorescence, 4 h; inhibition, % at 34.9 µM; 330,000 tested, 0.16% active;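 active means inhibition of at least 50% in every replicate; inconclusive means best replicate reaches 50% inhibition but some replicates fall short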
# PKA-R2B activ = activates the human PKA-R2B holoenzyme complex | 340,000 tested, 0.079% active | P22694+P31323 | activation, % at 11.4 µM | PKA-R2B holoenzyme dissociation, Cy5-IP20 fluorescence polarization; R2B truncated from residue 108, S112A mutant; 0% DMSO only, 100% 113 µM cGMP;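 active means activation above a cutoff set at the mean over all compounds plus 3 SD, cut at about 18% in these data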;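 further: higher means more holoenzyme dissociation and a rise in polarization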
# Target sequence (P31323 whole entry, looked up, other chains not shown, the tested form may be a part): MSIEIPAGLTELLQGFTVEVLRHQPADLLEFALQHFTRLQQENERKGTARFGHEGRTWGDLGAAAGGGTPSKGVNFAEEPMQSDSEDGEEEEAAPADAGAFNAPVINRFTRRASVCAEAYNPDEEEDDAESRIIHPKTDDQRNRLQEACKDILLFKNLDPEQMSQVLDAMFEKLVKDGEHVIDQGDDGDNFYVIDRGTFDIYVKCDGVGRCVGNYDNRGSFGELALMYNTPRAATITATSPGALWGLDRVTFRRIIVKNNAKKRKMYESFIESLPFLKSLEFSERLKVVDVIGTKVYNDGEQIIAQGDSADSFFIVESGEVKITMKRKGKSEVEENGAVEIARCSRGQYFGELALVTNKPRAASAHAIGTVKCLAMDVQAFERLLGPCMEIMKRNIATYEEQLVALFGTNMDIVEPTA
# Keap1 Nrf2 FP = Keap1-Nrf2 (human) interaction inhibition. 340,000 tested, 0.15% active. Q14145. inhibition, % at 9.4 µM. Keap1 Kelch-Nrf2 peptide fluorescence polarization, 1536-well. AID 504523; in the data active means inhibition above about 12%; inconclusive means no clear call, values can overlap the other calls; inactive means below about 7.3%;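 further: human Keap1 Kelch domain with fluorescein labeled Nrf2 9mer peptide probe; 0% = neutral control wells and 100% = peptide positive control; higher means more block of Keap1 binding to Nrf2 peptide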
# RTF Ca sens act = increases calcium sensitivity of human cardiac regulated thin filaments | activation, % at 7.2 µM | 340,000 tested, 0.24% active | IANBD-labeled TnC RTF fluorescence at EC20 calcium; 0% EC20 calcium, 100% full calcium | P19429+P45379;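 active means activation above the mean over all tested compounds plus 3 SD, cut at about 30% in these data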;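 further: rise in fluorescence read as greater calcium sensitivity of cardiac thin filaments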
# RTF Ca sens inh = cardiac RTF calcium desensitization | P19429+P45379 | IANBD-labeled cardiac RTF, Ca2+ fluorescence | inhibition, % at 7.15 µM | 340,000 tested, 0.12% active | AID 493244;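 active means inhibition above the mean inhibition of all tested compounds plus 3 SD, cut at about 17% in these data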;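 further: assay run at fixed EC70 calcium of 1.6 mM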
# CAL PDZ FP-1 = human CAL PDZ-peptide interaction inhibition | Q9HD26 | purified CAL PDZ, TMR-peptide fluorescence polarization, 1 h | inhibition, % at 20 µM | 330,000 tested, 0.02% active | AID 504414;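 active means highest replicate inhibition of at least 40%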;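 further: plate controls were DMSO neutral control wells for no effect and unlabeled competitor peptide control wells for full effect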
#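 Control set: unlabelled peptide and DMSO controls / Material: purified CerCALP PDZ construct / Timing: 1 h incubation at room temperature before polarization reading / Doses: 20 µM, one dose / Detection: fluorescence polarization (mP)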
# CAL PDZ FP-2 = blocks peptide binding to the human CAL PDZ domain | Q9HD26 | purified CAL PDZ, TMR-peptide fluorescence polarization, 1 h | inhibition, % at 24.9 µM | 300,000 tested, 0.92% active | AID 602252;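 active means mean inhibition of at least 30% with at least half of replicates also reaching 30%; inconclusive means no clear call, values can overlap the other calls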;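 further: 0% = DMSO neutral control and 100% = excess unlabeled competitor peptide PRC23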
# SR-BI DiI-HDL act = enhances SR-BI lipid uptake from DiI-HDL; CHO ldlA[mSR-BI] cells, DiI-HDL uptake fluorescence, 3 h; 100 = double the neutral-control signal; activation, % at 12.5 µM; 320,000 tested, 0.096% active;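 active means mean replicate activation of at least 60% and every replicate at or above 60%; inconclusive means mean or all-replicate condition met, but not both; inactive means mean below 60% and not all replicates reaching 60%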;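 further: 0% = median plate neutral-control signal and 100% = twice that signal; values of inactives mirror those of a sister screen read the other way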
#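 Test system: SR-BI-overexpressing, LDLR-lacking CHO cells; Also added: labelled HDL, 10 µg/mL; Measured by: bottom-read cell fluorescence after medium removal, ex 550/em 595 nm; Timing: 3 h uptake period with compound, 37 °C; Buffer or medium: F12, 0.5% BSA, 25 mM HEPES; Doses: single compound concentration, delivered by pin transfer.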
# LANA DNA inh = blocks KSHV LANA C-terminal domain binding to DNA. MBP-C-LANA/FAM-LBS DNA binding, fluorescence polarization. inhibition, % at 9 µM. 340,000 tested, 0.078% active. AID 504423;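 active means highest replicate inhibition at or above 60% at 9 µM, even if other replicates fall short; inactive means all replicates below 60% inhibition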;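 further: 0% = neutral control wells and 100% = 4 µM acridine orange control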
# DAGLB inhibitor = blocks human DAGLB lipase activity | Q8NCG7 | HEK293T DAGLB membrane lysate, EnzChek fluorogenic substrate | inhibition, % at 5.17 µM | 340,000 tested, 0.059% active | AID 504411; in the data active means inhibition above about 34%;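 further: 0% = enzyme with vehicle and 100% = wells lacking enzyme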
# Target sequence (Q8NCG7 whole entry, looked up): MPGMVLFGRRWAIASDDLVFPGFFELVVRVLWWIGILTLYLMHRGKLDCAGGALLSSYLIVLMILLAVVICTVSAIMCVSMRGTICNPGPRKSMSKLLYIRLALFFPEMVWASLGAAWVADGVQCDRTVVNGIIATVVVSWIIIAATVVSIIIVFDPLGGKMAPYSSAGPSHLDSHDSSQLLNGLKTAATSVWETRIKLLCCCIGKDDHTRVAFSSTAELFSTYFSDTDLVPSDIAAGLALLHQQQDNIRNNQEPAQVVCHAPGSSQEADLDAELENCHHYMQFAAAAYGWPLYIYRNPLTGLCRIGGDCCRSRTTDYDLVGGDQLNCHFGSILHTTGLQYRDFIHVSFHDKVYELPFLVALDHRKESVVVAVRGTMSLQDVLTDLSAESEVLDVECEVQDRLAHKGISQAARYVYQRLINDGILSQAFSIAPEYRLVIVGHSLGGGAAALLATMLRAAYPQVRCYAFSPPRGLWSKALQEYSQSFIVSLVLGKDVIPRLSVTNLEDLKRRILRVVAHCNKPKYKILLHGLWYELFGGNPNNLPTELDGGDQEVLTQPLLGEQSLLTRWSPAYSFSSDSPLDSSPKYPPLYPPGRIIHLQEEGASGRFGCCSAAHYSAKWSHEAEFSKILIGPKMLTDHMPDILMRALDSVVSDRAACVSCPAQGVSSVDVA
# Active calls of the source: *; u = inconclusive; x = no result given.
SMILES,Rtt109 Vps75,PKA-R2B activ,Keap1 Nrf2 FP,RTF Ca sens act,RTF Ca sens inh,CAL PDZ FP-1,CAL PDZ FP-2,SR-BI DiI-HDL act,LANA DNA inh,DAGLB inhibitor
O=C(Cc1ccc(NC(=O)C2CCCN(C(=O)C3CC3)C2)cc1)Nc1cccc(C(=O)N2CCCCC2)c1 (centres undefined),0,0,-6,-2,-7,-3.6,-1,-42,-0.9,0
Cc1cc(/C=N/NC(=O)c2cccs2)c(C)n1-c1ccccc1,1,-3,-1,-2,-12,1.3,-3,-20,-1.5,2
COc1cc2cc(CN(CCCN3CCOCC3)Cc3nnnn3Cc3ccccc3)c(=O)[nH]c2cc1OC,-35,-8,-6,9,-1,-2.0,0,17,-0.3,0
C[C@H](CO)N1C[C@H](C)[C@@H](CN(C)S(=O)(=O)c2ccccc2)Oc2c(NS(=O)(=O)c3ccccc3)cccc2C1=O,2,-6,-2,5,6,-0.1,1,5,0.8,1
Cc1ccc(SCC2=NNC(=O)C2)cc1,10,-15,-7,-2,-5,-0.7,-1,15,-0.1,11
COC(=O)c1ccc(CN(c2ccccc2OC)S(=O)(=O)c2cccs2)o1,0,1,-4,0,3,0.0,-3,-8,1.1,-2
CCOC(=O)C1(Cc2ccccc2)CCCN(S(=O)(=O)N(C)C)C1 (centres undefined),3,-5,-1,-9,-6,x,-2,5,-4.2,1
CCCCc1nc(S(=O)(=O)c2ccc(Cl)cc2)c(N2CCOCC2)o1,-14,-5,-17,3,-6,-1.3,x,4,-0.9,-1
CCOc1ccc(-c2cc(C(=O)NCCCN3CCN(CC)CC3)c3ccccc3n2)cc1,-5,7,2,-9,-2,-2.9,-2,5,3.8,0
CCCn1c(SCC(=O)Nc2nc3ccccc3s2)nc2c1c(=O)n(C)c(=O)n2C,-1,-9,0,5,-2,0.4,0,12,0.8,-3
COc1cc2c(cc1OC)CN(c1ccc(F)cc1[N+](=O)[O-])CC2,10,-10,-1,-3,3,-1.6,1,-41,6.0,4
Cc1cc(Cl)ccc1NC(=O)C1CCCN1C(=O)c1cccs1 (centres undefined),-5,1,-2,3,-22,-3.4,-4,36,0.6,2
CCn1c(CC(=O)Nc2ccc(Cl)c(Cl)c2)nnc1SCc1ccc(Cl)cc1,8,0,3,8,-2,-0.6,-4,-19,0.4,0
O=C(NCC(O)c1ccccc1)c1ccc(Cl)c(S(=O)(=O)N2CCCC2)c1 (centres undefined),4,-8,1,-3,-6,-2.6,0,-24,0.6,0
COC(=O)c1ccc(-n2c(C)cc(/C=N/Nc3nc(C)cc(=O)[nH]3)c2C)cc1,-2,4,-2,0,-2,-1.6,0,x,-0.7,-2
CN(C(=O)c1coc(=O)c2ccccc12)c1ccc(F)cc1,5,-3,-8,5,-7,-1.1,1,12,-1.7,0
O=C(c1cc(-c2ccncc2)nc2ccc(Br)cc12)N1CCN(Cc2ccc3c(c2)OCO3)CC1,10,-11,u,-3,-6,-0.8,4,-10,1.1,1
NC(=O)CSc1nnc2ccc(-c3ccco3)nn12,9,9,0,-1,1,-0.3,-2,x,-1.7,-3
O=C(COc1ccc(F)cc1)N1CCc2ccccc2C1,14,4,-2,2,-3,0.2,0,-19,9.7,-3
NC(=O)c1ccccc1NC(=O)CC12CC3CC(CC(C3)C1)C2,3,3,-2,1,1,-0.2,3,x,-0.6,0
NC(=O)NN=C1CCn2cccc21,6,-6,-1,-5,-8,0.9,-2,19,8.0,-1
CCOC(=O)c1ccccc1NC(=O)CN(c1ccccc1OC)S(C)(=O)=O,-4,3,1,6,12,-2.3,-2,-12,-0.7,2
CC1=CSC2=NS(=O)(=O)CCN12,-5,-9,-1,-1,2,0.3,-2,19,0.2,-1
COc1ccc(NC(=S)Nc2ccccc2OC)c(OC)c1,11,-7,2,-2,0,-0.3,1,-52,1.1,0
CC(C)(C)n1nnnc1C(c1cccnc1)N(Cc1ccccc1)Cc1ccco1 (centres undefined),3,4,-4,1,-4,-1.0,0,17,-0.1,4

# A different layout for some results above:
compound	Rtt109 Vps75	PKA-R2B activ	Keap1 Nrf2 FP	RTF Ca sens act	RTF Ca sens inh	CAL PDZ FP-1	CAL PDZ FP-2	SR-BI DiI-HDL act	LANA DNA inh	DAGLB inhibitor
CCn1c(CC(=O)Nc2ccc(Cl)c(Cl)c2)nnc1SCc1ccc(Cl)cc1	8	0	3	8	-2	-0.6	-4	-19	0.4	0
O=C(NCC(O)c1ccccc1)c1ccc(Cl)c(S(=O)(=O)N2CCCC2)c1 (centres undefined)	4	-8	1	-3	-6	-2.6	0	-24	0.6	0
COC(=O)c1ccc(-n2c(C)cc(/C=N/Nc3nc(C)cc(=O)[nH]3)c2C)cc1	-2	4	-2	0	-2	-1.6	0	x	-0.7	-2
CN(C(=O)c1coc(=O)c2ccccc12)c1ccc(F)cc1	5	-3	-8	5	-7	-1.1	1	12	-1.7	0
O=C(c1cc(-c2ccncc2)nc2ccc(Br)cc12)N1CCN(Cc2ccc3c(c2)OCO3)CC1	10	-11	u	-3	-6	-0.8	4	-10	1.1	1

# (cont.)
SMILES,Rtt109 Vps75,PKA-R2B activ,Keap1 Nrf2 FP,RTF Ca sens act,RTF Ca sens inh,CAL PDZ FP-1,CAL PDZ FP-2,SR-BI DiI-HDL act,LANA DNA inh,DAGLB inhibitor
Cn1c(SCC(=O)Nc2ccc3c(c2)OCCO3)nnc1C1CC1,1,-2,-7,4,-29,-1.6,-1,8,-0.2,1
CCn1nc(NC(=O)c2cccnc2)c2cc3cccc(C)c3nc21,-29,-14,-5,8,-2,2.9,-4,-43,1.3,-3
CN(C)CCCOC(=O)N1c2ccccc2C=Cc2ccccc21,-1,1,-3,-4,-15,-1.8,-2,25,-0.3,0
O=C(O)CCC(=O)NNC(=O)CCC(=O)NCc1ccccc1,6,-5,3,2,0,0.2,-1,11,0.1,-1
O=C(CCCc1nc(-c2ccc(Cl)cc2)no1)NC1CCCCC1,-3,6,-6,2,-8,-1.8,-1,1,0.3,-3
CC1=C(C(=O)OCc2ccccc2)C(c2ccsc2)C(C#N)=C(N)O1 (centres undefined),-2,-9,-7,3,-2,x,-7,10,1.0,-1
COC(=O)c1cccc(NC(=O)c2ccc3c(c2)C(=O)N(CC2CCCO2)C3=O)c1 (centres undefined),6,-22,-10,0,-3,-0.3,-2,-23,-1.7,2
CC(C)(C)c1nn(-c2ccccc2)c2[nH]c(=O)c(C=O)cc12,-5,0,-2,-1,-5,23,7,11,-4.6,12
CCOC(=O)c1[nH]c(Cc2[nH]c(C(=O)OCC)c(C)c2CCC(=O)OC)c(CCC(=O)OC)c1C,25,7,-1,-4,1,-1.1,-1,5,2.0,-1
COc1cc(CN2CCCN(C)CC2)cc([N+](=O)[O-])c1O,-1,-7,6,-2,3,0.1,-2,17,1.1,1
CN(CC(=O)Nc1ccccc1Cl)C(=O)COC(=O)CCN1C(=O)C2CC=CCC2C1=O (centres undefined),x,-3,x,9,-14,0.3,1,5,x,1
C/C(=N\NC(=O)C1(C)CC1(Br)Br)c1ccc(NC(=O)C2CCC2)cc1 (centres undefined),4,-3,0,1,-5,-0.5,-2,-26,-1.3,-1
CC1CCCC(O)(C(C(=O)O)c2ccccc2)C1 (centres undefined),2,2,-5,-1,7,-0.2,-6,23,0.1,-1
CC(=O)Nc1ccc(S(=O)(=O)NCc2cn3c(C)csc3n2)cc1,4,-10,-4,4,-6,-0.8,-1,32,1.3,0
COc1ccc(C(=O)COC(=O)c2cccs2)cc1,-2,-5,-3,-5,-10,-0.9,-1,-1,0.1,-6
CCOC(=O)N1CCC(NC(=O)c2cc3c(C)nc4ccccc4c3o2)CC1,-7,-17,-4,4,4,-1.6,x,-14,-1.1,-1
CCOCCCNS(=O)(=O)c1cc2[nH]c3c(c2cc1C)C(=O)CC(C)(C)C3,4,3,4,5,-17,-2.1,-7,11,-1.8,0
CC(=O)C1=NN(c2ccc(Cl)cc2)C(c2ccc3c(c2)OCO3)N(C(C)=O)N1C (centres undefined),1,-15,-2,-8,2,-0.4,-3,15,-1.9,-1
CCOc1ccc(N(C(=O)/C=C/C(=O)Nc2cc(C)on2)C(C(=O)NC2CCCC2)c2ccccc2C)cc1 (centres undefined),5,-8,-5,-17,-1,-2.8,-2,15,0.9,-5
O=C(COC(=O)c1cccc(F)c1)Nc1cccnc1Cl,-1,1,-4,1,-4,0.0,-2,32,8.4,-1
CCOC(=O)/C(C#N)=C/N=c1ccc(C)cn1C,20,2,-1,1,-2,-1.7,-1,-4,1.5,1
CCOC(=O)c1c(C)n(-c2ccc(C)cc2)c2ccc(OCC(O)CNCCCO)cc12 (centres undefined),67*,-4,2,-5,2,-1.3,-8,-3,-2.8,1
Cc1ccc(-c2nnn(CC(=O)N(CC(=O)NC3CCCC3)c3ccc(F)c(Cl)c3)n2)o1,-1,3,-1,-2,-1,0.2,-1,-33,-1.7,-1
Cc1nn(-c2ccccc2)c2c1C(O)CC(C)(C)C2 (centres undefined),-8,-10,1,-6,-3,0.0,-1,-9,1.5,-3
O=C(c1nn(-c2ccccc2)c(=O)c2ccccc12)N1CCN(c2ccccn2)CC1,2,-7,-1,2,1,x,-2,1,-1.0,-5
COC(=O)c1ccc(NC(=S)NC2CC(C)(C)NC(C)(C)C2)cc1,6,-9,1,-1,-3,-0.8,-5,23,2.7,3
CCOC(=O)/C(N)=C/c1ncc(C(F)(F)F)cc1Cl,-1,-2,-5,0,-3,x,-1,16,2.1,-5

# Compound profiles, from the list above. Order of screens: Rtt109 Vps75 | PKA-R2B activ | Keap1 Nrf2 FP | RTF Ca sens act | RTF Ca sens inh | CAL PDZ FP-1 | CAL PDZ FP-2 | SR-BI DiI-HDL act | LANA DNA inh | DAGLB inhibitor
# Shown for `CC1=C(C(=O)OCc2ccccc2)C(c2ccsc2)C(C#N)=C(N)O1` (centres undefined) = -2 | -9 | -7 | 3 | -2 | x | -7 | 10 | 1.0 | -1
# Shown for `CC(=O)C1=NN(c2ccc(Cl)cc2)C(c2ccc3c(c2)OCO3)N(C(C)=O)N1C` (centres undefined) = 1 | -15 | -2 | -8 | 2 | -0.4 | -3 | 15 | -1.9 | -1
# Shown for `O=C(c1nn(-c2ccccc2)c(=O)c2ccccc12)N1CCN(c2ccccn2)CC1` = 2 | -7 | -1 | 2 | 1 | x | -2 | 1 | -1.0 | -5
# Shown for `CN(C)CCCOC(=O)N1c2ccccc2C=Cc2ccccc21` = -1 | 1 | -3 | -4 | -15 | -1.8 | -2 | 25 | -0.3 | 0
